# CBFb RUNX1 block = blocks binding between human CBF-beta and RUNX1; Q01196+Q13951; AlphaScreen CBFb-His/RUNX1-biotin binding, biochemical; Potency, µM (top dose mostly 59.8 µM), without a hit: at the highest dose activity, negative = inhibition, hits mostly inhibitors; 230,000 tested, under 10 active; AID 1477; also: % of control where 0% means no effect
# Target sequence (Q01196 whole entry, looked up): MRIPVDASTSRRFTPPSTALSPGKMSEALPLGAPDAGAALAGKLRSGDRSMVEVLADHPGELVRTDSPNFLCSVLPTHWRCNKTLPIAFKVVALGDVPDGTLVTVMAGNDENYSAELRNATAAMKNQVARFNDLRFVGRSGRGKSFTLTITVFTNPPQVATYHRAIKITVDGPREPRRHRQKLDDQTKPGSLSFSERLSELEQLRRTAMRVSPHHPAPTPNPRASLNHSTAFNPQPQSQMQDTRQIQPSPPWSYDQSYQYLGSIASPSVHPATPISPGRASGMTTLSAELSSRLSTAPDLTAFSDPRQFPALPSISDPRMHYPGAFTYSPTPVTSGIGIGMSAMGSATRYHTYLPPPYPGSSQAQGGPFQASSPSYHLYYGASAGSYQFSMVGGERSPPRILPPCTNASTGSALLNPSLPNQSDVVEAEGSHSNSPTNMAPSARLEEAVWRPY
# Target sequence (Q13951 whole entry, looked up): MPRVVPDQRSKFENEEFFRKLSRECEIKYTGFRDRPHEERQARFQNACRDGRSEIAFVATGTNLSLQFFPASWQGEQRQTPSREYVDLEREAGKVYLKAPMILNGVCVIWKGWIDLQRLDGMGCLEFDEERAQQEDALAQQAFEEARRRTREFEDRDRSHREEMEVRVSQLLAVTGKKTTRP
#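 His-tagged CBF-beta and biotinylated RUNX1 (30 nM each) were premixed 20 min at room temperature, exposed to compound for 15 min, then given nickel-chelate and streptavidin AlphaScreen beads (50 ng each). After 90 min, AlphaScreen signal was read.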
# aGlu spleen mod = inhibits or activates alpha-glucosidase in human spleen homogenate; AID 2112; P10253; 240,000 compounds, 0.006% hits; Potency, µM (series often up to 79.9 µM), for inactives: top-dose activity change, negative = inhibition, most hits filed as inhibitors; human spleen homogenate, 4-MU-alpha-glucoside fluorescence;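 also: potency is read from the fitted curve at half-maximal effect; 0% = enzyme with vehicle and -100% = no enzyme basal signal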
#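 Human spleen homogenate (1 ug) incubated with compounds and 1 mM 4-methylumbelliferyl-alpha-D-glucopyranoside in pH 5.0 citrate/phosphate buffer, 37 C, 40 min. Stopped at pH 10; 4-MU fluorescence (Ex 365/Em 440 nm); AC50 by Hill fit.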
# HTT ATP protect = protects HTT-Q103 PC12 cells, measured by ATP | 230,000 compounds, 0.14% hits | PC12 HTT-Q103 induced, cytoprotection, ATP luminescence, 40 h | Potency, µM (titrated, usually from 56.4 µM), inactives show cytoprotection (ATP increase), most hits filed as activators;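 also: potency is read from the fitted curve at half-maximal effect; % of control where 0% means no effect; nearly all actives have a fitted effect of over 45% in size; toxic huntingtin expression switched on by the ecdysone agonist tebufenozide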
#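 Stable PC12 Q103-GFP cells in serum-supplemented, phenol red-free DMEM; induction by tebufenozide at 100 nM final; compound dose series; cell viability quantified luminescently from ATP.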
# Lamin A splicing = modulators of lamin A splicing. 200,000 compounds, 0.01% hits. Potency, µM (titrated, usually from 46.1 µM), without a hit: at the top dose ratio change, negative = inhibition, hits mostly inhibitors. AID 1487. HeLa LMNA splicing GFP/RFP minigene ratio, 48 h; active = well fitted inhibition curve with a large enough effect in the signal ratio, with a control signal flat, not every such curve was filed as active; inconclusive = small, poorly fitted or top-dose-only effect, or effect the other way, or a change in a side signal; the % refers to the signal ratio; also: potency is read from the fitted curve at half-maximal effect; % is scaled to controls: 0 for no effect and ±100 for the full control effect
#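 S3 HeLa cells stably expressing lamin A-EGFP splicing minigene plus DsRed2, 600 cells/well, 48 h compound exposure at 37C. Laser-scanning cytometry; analysed as GFP (500-530 nm)/RFP (575-640 nm) total intensity ratio; 0.5% DMSO vehicle.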
# HTT aggregate = reduces HttQ103-GFP aggregates in PC12 cells. PC12 HttQ103-GFP aggregates, Acumen cytometry, 40 h. Potency, µM (series often up to 46.1 µM), inactives show top-dose activity change, negative = inhibition, actives largely listed as inhibitors. 220,000 compounds, 1.1% hits; also: potency is read from the fitted curve at half-maximal effect; % is scaled to controls: 0 for no effect and ±100 for the full control effect; nearly all actives have a fitted effect of over 60% in size
#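 PC12 cells stably carrying ecdysone-inducible HTT exon 1 Q103–GFP were induced with tebufenozide (100 nM final) and treated with library compounds in titration. GFP aggregates in lysates were counted by laser scanning cytometry.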
# GAA inhib = blocks human lysosomal alpha-glucosidase. P10253. 200,000 compounds, 0.005% hits. Potency, µM (series often up to 76.9 µM), for the others: top-dose activity change, negative = inhibition, hits mostly inhibitors. purified human GAA, 4-MU-alpha-glucoside fluorescence;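 also: potency is read from the fitted curve at half-maximal effect; plate controls were uninhibited enzyme wells for no effect and no-enzyme background for full effect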
#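 Read-out is 4-methylumbelliferone fluorescence (Ex 365/Em 440 nm) after NaOH/glycine stop at pH 10. Enzyme 4 nM, substrate 400 uM, pH 5.0 citrate buffer, 20 min room temperature; AC50 from Hill-equation concentration-response.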
# GAA glycogen mod = alters human alpha-glucosidase cleavage of glycogen; Potency, µM (doses to about 76.4 µM), without a hit: at the highest dose activity change, negative = inhibition, hits mostly inhibitors; AID 2100; 300,000 compounds, 0.38% hits; recombinant GAA, glycogen substrate, Amplex Red glucose oxidase fluorescence;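 also: potency is read from the fitted curve at half-maximal effect; 0% = full enzyme reaction and -100% = no-enzyme basal signal; the screen sought inhibitors and activators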
#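 Recombinant human enzyme (4 nM); glycogen substrate; 37 C, 40 min, pH 5.0. Readout: coupled glucose oxidase/Amplex Red fluorescence.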
# Starred values were filed as active, the others as inactive; ? = inconclusive; . = not tested or not shown; [ ] = another dose, or the depositor's remark. Unless noted, calls follow the shape of the dose curve; as a rule, active = well fitted curve in the direction sought with a large enough effect; inconclusive = small, poorly fitted or top-dose-only effect, or another doubt; inactive = no such curve, though single readings can be large; an effect the other way counts as inactive or inconclusive.
SMILES,CBFb RUNX1 block,aGlu spleen mod,HTT ATP protect,Lamin A splicing,HTT aggregate,GAA inhib,GAA glycogen mod
COc1cccc(C(=O)NCCN2C(=O)S/C(=C/c3cccs3)C2=O)c1OC,-11%,2%,8%[10 µM],-10%[46 µM],6%,-1%,-11%
O=C(Nc1ccccc1)N1CCC(c2ccccc2)C1 (centres undefined),-1%,-10%,-29%,25%,0%,1%,-2%
CCCC(=O)N1CCN(c2ccc(NC(=O)c3cc4ccccc4o3)cc2)CC1,-1%,-5%,2%[0.074 µM],?,?,-3%,10%
CCc1ccccc1NC(=O)c1ccoc1C,10%,-7%,-12%[0.074 µM],-4%,-2%,-1%,5%
Cn1c(=O)c2c(=O)cc(NNC(=O)CC#N)[nH]c2n(C)c1=O,3%,3%,.,4%[46 µM],.,9%,?
Cc1c(N2C(=O)CSC2c2ccc(F)cc2)c(=O)n(-c2ccccc2)n1C (centres undefined),5%,2%,9%[10 µM],.,2%[9.22 µM],.,5%
COc1cccc(NC(=S)N(CCCN2CCN(C)CC2)Cc2ccco2)c1,-5%,-23%,-42%[inhibitor],-16%[46 µM],0%,-5%,0%
N/C(=N\OC(=O)c1ccc(Cl)cc1)c1nonc1N,3%,-9%,-4%[10 µM],-2%,-4%,4%,5%
CC(C)n1c2ccccc2c2nnc(SCC(=O)Nc3ccccc3C(=O)O)nc21,8%,1%,-2%,-22%[9.22 µM],13%,1%,5%
CCOC(=O)C(NC(=O)Nc1ccccc1)(OCC)C(F)(F)F (centres undefined),9%,0%,-19%,4%,-4%,-1%,4%
CSc1nnc(C)c(=O)n1COC(=O)COc1ccccc1,14%,1%,9%[10 µM],0%,-21%,-3%,6%
CC1CCCC(NC(=S)Nc2cccc(S(=O)(=O)N(C)C)c2)C1C (centres undefined),7%,0%,-84%[inhibitor],.,?,-4%,0%
CNC(=S)N1N=C(c2ccc(OC)cc2)CC1c1ccc(Cl)cc1Cl (centres undefined),-16%,-7%,20%[10 µM],.,15%[9.22 µM],.,-14%
CCOC(=O)c1cccc(N2C(N)=NC(N)=NC2(C)C)c1,2%,1%,13%,4%,-8%,7%,5%
O=C(Nc1ccccc1F)C1C2C=CC3(O2)C1C(=O)N(c1cccnc1)C3C(=O)NC1CCCCC1 (centres undefined),-4%,-2%,0%,-9%,20%,1%,7%
COc1cccc(C(=O)N2N=C(c3ccccn3)CC2(O)C(F)(F)F)c1 (centres undefined),-10%,2%,-24%[10 µM],.,-9%[9.22 µM],-7%[15.4 µM],8%
CNCC/C=C1/c2ccccc2CSc2ccccc21,-2%,-15%,-16%[1.9 µM],?,-18%,-4%,7%
CC(C)(C)C1CCc2c(sc(NC(=O)c3ccncc3)c2C(N)=O)C1 (centres undefined),3%,9%,-10%[10 µM],-16%,-23%,2%,-5%
Cc1cc(C)n2nc(C(=O)Nc3ccn(Cc4ccccc4C)n3)cc2n1,-3%,6%,19%[10 µM],.,17%[9.22 µM],.,6%
CCNC(=O)C1(c2ccccc2)CCCC1,8%,-5%,-7%,-2%,8%,-10%,5%
CCN1CCN(CCNC(=O)c2ccc(/C=C3\Sc4ccccc4N(Cc4ccccc4F)C3=O)cc2)CC1,0%,10%,.,.,.,-2%,-5%
COc1ccc(OC2C=CC(c3ccccc3)OC2CO)c(C(C)(C)C)c1 (centres undefined),24%[13.1 µM],-3%[17.4 µM],-6%[10 µM],.,.,.,.
O=C(NCC1CCCO1)C(c1ccccn1)N(Cc1ccccc1Cl)C(=O)CN1C(=O)c2ccccc2S1(=O)=O (centres undefined),3%,7%,12%[10 µM],?,1%[9.22 µM],0%,-20%
O=C(COC(=O)c1cccc([N+](=O)[O-])c1)c1ccc(OCc2ccccc2)cc1,6%,2%,6%[10 µM],-6%,-6%,-2%,7%
CC(C)C1N=C(c2ccc3c(c2)OCO3)CC(c2ccccc2O)N1 (centres undefined),-1%,3%,-68%[inhibitor],?,20%,-10%,-12%
COc1ccccc1OCCCCCNCCO,-1%,-9%,-7%,4%,35%[9.22 µM],-3%,10%
CCCC1Cc2c(sc(N)c2C#N)CO1 (centres undefined),-9%,-4%,-21%,?,-12%[9.22 µM],11%,?
CCN1CCCC1CNC(=O)c1cc2c(-c3cccc(OC)c3)nn(C)c2s1 (centres undefined),-4%,-6%,-17%[10 µM],2%,?,?,1%
CC12c3ccccc3C(c3ccccc31)C1C(=O)N(c3cccnc3)C(=O)C12 (centres undefined),2%,0%,-20%[10 µM],-15%,-12%,-15%,-8%
N#CCCn1cc(/C=C(\C#N)c2nc3ccccc3s2)c(-c2ccc(F)cc2)n1,7%,-4%,15%[10 µM],-7%,-11%,-5%,4%
Cc1ccc(NS(=O)(=O)c2cccc(C(=O)n3ncc(C#N)c3N)c2)c(C)c1,1%,-4%,7%,8%,4%[9.22 µM],-6%,4%
CCCCNc1cc(C)nc(NCc2ccccc2)n1,3%,-7%,-75%[inhibitor],?,10µM*,4%,5%
CC(=Nc1cccc(C)c1)c1sc2ccccc2c1O,?,1%,-17%[10 µM],?,-21%,1%,-4%
O=C(NC(=S)Nc1ccc(CN2CCOCC2)cc1)c1ccccc1[N+](=O)[O-],-8%,-1%,-18%[1.9 µM],-12%,26%,-4%,0%
CCNc1nc(NCC)nc(Oc2ccc(OCc3ccccc3)nn2)n1,17%,-2%,?,?,?,-4%,6%
Cc1nn(C)cc1/C=N/NC(=O)c1sc2ccccc2c1Cl,4%,-5%,-11%,0%,9%[1.84 µM],8%,1%
CC1CCC(C(C)C)C(OC(=O)C[n+]2cc(-c3ccc(Cl)cc3)n3c2CCC3)C1 (centres undefined),19%,-15%,-13%[10 µM],.,-7%[9.22 µM],.,5%
COc1ccc(-c2nc3cnc(N4CCNCC4)nc3n(-c3ccc(OC)cc3)c2=O)cc1,.,-9%,-79%[inhibitor],2%,.,.,.
O=C(O)/C=C/c1coc2ccccc2c1=O,5%,-2%,16%[10 µM],2%,2%,12%,0%
COc1ccc(C)cc1NC(=O)CC(NC(C)=O)c1ccccc1 (centres undefined),28%,.,-18%,.,-17%,1%,5%

# Sorted by molar mass (rising): part of the list above.
SMILES,CBFb RUNX1 block,aGlu spleen mod,HTT ATP protect,Lamin A splicing,HTT aggregate,GAA inhib,GAA glycogen mod
CCCCNc1cc(C)nc(NCc2ccccc2)n1,3%,-7%,-75%[inhibitor],?,10µM*,4%,5%
Cc1nn(C)cc1/C=N/NC(=O)c1sc2ccccc2c1Cl,4%,-5%,-11%,0%,9%[1.84 µM],8%,1%
Cc1cc(C)n2nc(C(=O)Nc3ccn(Cc4ccccc4C)n3)cc2n1,-3%,6%,19%[10 µM],.,17%[9.22 µM],.,6%
COc1ccc(-c2nc3cnc(N4CCNCC4)nc3n(-c3ccc(OC)cc3)c2=O)cc1,.,-9%,-79%[inhibitor],2%,.,.,.
CCN1CCN(CCNC(=O)c2ccc(/C=C3\Sc4ccccc4N(Cc4ccccc4F)C3=O)cc2)CC1,0%,10%,.,.,.,-2%,-5%

# Continued:
SMILES,CBFb RUNX1 block,aGlu spleen mod,HTT ATP protect,Lamin A splicing,HTT aggregate,GAA inhib,GAA glycogen mod
Cn1c(N/N=C2\CCCc3ccccc32)nc2c1c(=O)n(Cc1ccccc1)c(=O)n2C,-5%,3%,-8%[10 µM],-13%,3%,6%,-4%
CC(C)c1ccccc1NC(=S)NC(C)c1ccccc1 (centres undefined),-6%,2%,2%[10 µM],-7%,-6%,0%,-18%
CCOC(=O)CSC1=C(C#N)C(c2ccccc2C)C2=C(CCCC2=O)N1 (centres undefined),1%,-1%,18%,-14%,14%,4%,-3%
C=CCn1cc(C(=O)N2CCN(C)CC2)c(=O)c2cc(S(=O)(=O)N3CCCC3)ccc21,2%,-4%,12%,-1%,-5%,-3%,-17%
CCOC(=O)CS(=O)(=O)c1ccc2ccccc2c1,12%,-12%,16%,-2%,-18%,?,2%
Cn1ncc(Cl)c1C(=O)N/N=C/c1ccccn1,-15%,-2%,.,-3%,3%,1%,-2%
Cc1ccccc1OCC(=O)NCC(=O)OCC(=O)c1ccc2ccccc2c1,5%,-3%,0%,-6%[0.0737 µM],-9%,7%,-12%
CCC(C)NC(=O)CN(c1cc(C)ccc1OC)S(C)(=O)=O (centres undefined),1%,-3%,-3%[10 µM],-8%,-17%,2%,-9%
O=C(CN1CCN(Cc2ccc(Cl)cc2)CC1)N/N=C/c1ccccc1F,3%,2%,19%[10 µM],.,3%[9.22 µM],.,6%
COc1ccc(CCN(C(=O)c2cccc(F)c2)C2CC(=O)N(c3ccccc3)C2=O)cc1 (centres undefined),0%,0%,-6%[10 µM],-4%,0%,0%,-7%
CCOC(=O)/C=C1\SCC(=O)N1CC(=O)Nc1ccc(C(C)C)cc1,9%,-9%,3%,2%,22%,-6%,-18%
CC(C)(C)c1ccc(OCCCC(=O)N2CCOCC2)cc1,6%,2%,13%[10 µM],10%[46 µM],11%[9.22 µM],6%,12%
O=C(NC(N1CCCCCC1)C(Cl)(Cl)Cl)c1ccccc1Cl (centres undefined),6%,1%,-6%[10 µM],-7%,5%,-7%,-5%
COc1ccc(C(=O)N/N=C/c2ccc(N3CCOCC3)o2)cc1OC,-7%,0%,-16%,.,-8%,-8%,-6%
CC[C@H]1C2=C3C(CC[C@H]4C(OCc5ccc(F)cc5C(F)(F)F)OC[C@](C)([C@@H]34)N(C(=O)OC(C)(C)C)C2)C2COC(=O)OCC21 (some centres undefined),-1%,-3%,-46%[inhibitor],.,.,.,.
Cc1cc(-c2nn(-c3ccccc3F)cc2CN2CCCC(C(N)=O)C2)c(C)s1 (centres undefined),-6%,0%,19%[10 µM],10%[46 µM],24%[9.22 µM],?,13%
Cc1cc(C)cc(N(C(=O)c2sc(C)nc2C)C(C(=O)NC(C)(C)C)c2ccncc2)c1 (centres undefined),-3%,4%,-16%,?,0%,-7%,4%
COc1ccc(NC(=O)/C(C#N)=C\c2ccc(N3CCOCC3)o2)cc1,?,-7%,-31%[10 µM],?,-11%[9.22 µM],-2%,3%
Cc1cc(C)cc(NC(=O)CN(C)S(=O)(=O)c2cccc3nsnc23)c1,-5%,1%,-2%,?,11%,-9%,1%

# Screening data deposited in PubChem BioAssay by National Center for Advancing Translational Sciences (NCATS).

# The order is random, and some 1.5% of all compounds hit somewhere here.
